RBBP9 inh: blocks human serine hydrolase RBBP9; inhibition, % at 7.94 µM; 0.2% of 220,000 active; recombinant RBBP9, FP-Rh probe fluorescence polarization;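 active means inhibition above the campaign mean of all tested compounds plus 3 SD, cut at about 14% in these data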;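 further: plate controls were DMSO wells with RBBP9 for no effect and wells lacking RBBP9 protein for full effect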
Target sequence (O75884 whole entry, looked up): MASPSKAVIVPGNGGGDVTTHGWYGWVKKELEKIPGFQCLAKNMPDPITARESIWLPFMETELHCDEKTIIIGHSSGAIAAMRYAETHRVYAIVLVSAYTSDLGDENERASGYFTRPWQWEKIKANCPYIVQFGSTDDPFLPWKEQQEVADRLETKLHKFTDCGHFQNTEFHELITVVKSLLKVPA
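system = RBBP9 protein | input = RBBP9 at 2.5 µM in dispensed solution, before mixing | measured by = fluorescence polarization (mP), excitation 525 nm, emission 598 nm | incubation = enzyme-compound preincubation 30 min, then probe labeling 45 min, 25 °C | buffer or medium = Tris-NaCl-Pluronic buffer, pH 8.0 | compound = single dose 7.94 µM | also added = FP-Rh probe, 375 nM dispensing solution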
Runt-SMMHC FRET: Runt domain-CBFb-SMMHC interaction inhibition. Q01196+Q13951. Cerulean-Runt/Venus-CBFb-SMMHC FRET ratio 530/480, 1 h. inhibition, % at 20 µM. 0.74% of 220,000 active. AID 1434;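 active means mean inhibition across duplicate retests at 20 µM reaching about 50%, limit read from the data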;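 further: 0% = DMSO wells and 100% = wells with excess untagged CBFb-SMMHC; inhibitors lower the FRET ratio by blocking Runt binding to CBFb-SMMHC; some results filed as inactive read as strong as hits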
Calpain2 inh: blocks pig calpain II enzyme activity; purified calpain II, fluorogenic peptide substrate, 30 min; inhibition, % at 16 µM; 0.37% of 220,000 active; AID 1236;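 active means inhibition above about 50%, limit read from the data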
p47phox inh: inhibitors of human p47phox binding | inhibition, % at 24.7 µM | P14598 | 0.53% of 220,000 active | p47phox/p22phox peptide binding, fluorescence polarization, 2 h | AID 1274;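 active means inhibition above about 30%, limit read from the data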;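 further: 0% = p47phox with labelled peptide and 100% = labelled peptide alone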
Runt-CBFb FRET: inhibitors of human RUNX1 Runt domain binding to CBFb. Cerulean-Runt/Venus-CBFb FRET ratio 530/480, 1 h. AID 1496. 0.46% of 220,000 active. Q01196+Q13951. inhibition, % at 20 µM;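 active means inhibition over about 50% at 20 µM in the single-dose screen, limit read from the data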;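 further: 0% = DMSO wells and 100% = excess unlabeled CBFb competitor control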
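Doses: 20 µM compound in 1% DMSO | Material: Cerulean-labeled Runt domain protein | Amount: Each fluorescent fusion protein 100 nM | Schedule: Two 1 h room-temperature incubations shielded from light | Measured by: FRET fluorescence | Evaluation: Loss of energy transfer signal | Controls: Unlabeled CBFb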
TbHK1 inh: blocks Trypanosoma brucei hexokinase 1 activity; recombinant TbHK1, G6PDH-coupled NADH A340; inhibition, % at 10 µM; 0.11% of 220,000 active; AID 1430;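 active means inhibition of 50% or more in the single-dose primary screen; inactive means inhibition below 50%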
p97 inhibitor: blocks human p97 ATPase activity | inhibition, % at 8 µM | 0.42% of 220,000 active | recombinant p97 ATPase, Kinase-Glo ATP luminescence, 3 h | P55072; in the data active means inhibition above about 15%;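 further: 0% = DMSO vehicle and 100% = wells lacking enzyme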
EBV gp42 inh: EBV gp42 inhibition. inhibition, % (tested at 21.74 µM). Fluorescence polarization binding assay, mP read-out. 0.42% of 220,000 active. Q1HVG2; in the data active means inhibition above about 50%
Target sequence (Q1HVG2 whole entry, looked up): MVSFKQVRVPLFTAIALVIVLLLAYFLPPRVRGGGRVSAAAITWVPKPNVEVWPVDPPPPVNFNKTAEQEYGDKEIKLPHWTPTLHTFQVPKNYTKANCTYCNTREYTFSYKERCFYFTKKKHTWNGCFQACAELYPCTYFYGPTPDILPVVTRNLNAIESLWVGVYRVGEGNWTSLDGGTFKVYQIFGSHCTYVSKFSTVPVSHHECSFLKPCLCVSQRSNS
Furin inhibitor: blocks human furin protease activity | purified furin, fluorogenic substrate cleavage | inhibition, % at 30 µM | AID 463115 | P09958 | 0.061% of 220,000 active; in the data active means inhibition above about 25%; further: inactives centre near -15
Target sequence (P09958 108-714 limits assumed): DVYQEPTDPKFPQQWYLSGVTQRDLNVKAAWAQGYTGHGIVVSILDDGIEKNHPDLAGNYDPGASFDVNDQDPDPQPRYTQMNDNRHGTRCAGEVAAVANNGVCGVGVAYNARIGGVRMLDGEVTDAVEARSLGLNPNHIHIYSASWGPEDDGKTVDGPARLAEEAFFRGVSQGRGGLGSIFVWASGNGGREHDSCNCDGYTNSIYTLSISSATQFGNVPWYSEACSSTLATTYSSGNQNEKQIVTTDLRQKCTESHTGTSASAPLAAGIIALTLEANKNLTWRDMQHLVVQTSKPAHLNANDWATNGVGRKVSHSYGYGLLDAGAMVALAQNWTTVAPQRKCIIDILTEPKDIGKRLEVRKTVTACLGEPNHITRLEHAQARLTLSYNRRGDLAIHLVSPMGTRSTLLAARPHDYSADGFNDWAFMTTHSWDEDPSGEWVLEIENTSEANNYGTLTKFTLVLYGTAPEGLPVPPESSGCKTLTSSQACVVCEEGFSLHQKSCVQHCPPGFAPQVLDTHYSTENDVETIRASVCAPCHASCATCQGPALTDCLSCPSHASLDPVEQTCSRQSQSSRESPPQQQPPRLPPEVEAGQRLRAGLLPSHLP
Numbers without * were called inactive; x = not tested or not shown; [ ] = dose if it differs, or a comment.

Below each compound – RBBP9 inh	Runt-SMMHC FRET	Calpain2 inh	p47phox inh	Runt-CBFb FRET	TbHK1 inh	p97 inhibitor	EBV gp42 inh	Furin inhibitor
> Cc1oc(-c2ccc(Cl)cc2)nc1CN1CCCC(C(=O)N2CCN(C(=O)c3ccco3)CC2)C1 (stereo not drawn)
→ -9	-1	-19	-16	1	-3	-10	-17	-13
> Cn1cc(/C=C(\C#N)C(=O)Nc2ncc(Cc3ccc(Cl)cc3)s2)c2ccccc21
→ 4	-71	-110	-24	-317	-9	6	17	-9
> Cc1ccc(NC(=O)c2cc(N3C(=O)C4CCCCC4C3=O)ccc2N2CCOCC2)cc1 (stereo not drawn)
→ -6	2	68*	2	-6	-9	-2	0	-8
> COc1ccsc1C(=O)Nc1ccc(F)cc1F
→ -6	0	23	-9	-2	-2	8	-19	-2
> CC(C)CCSc1nc2c(c(=O)[nH]c(=O)n2C)n1CCc1ccccc1
→ -3	-3	10	-16	-10	1	-2	-6	-25[20 µM]
> O=C(O)CC/C(=N/Nc1ccc([N+](=O)[O-])cc1)C(=O)O
→ -15	-7	16	-11	-3	-15	-5	-13	6
> Cc1ccc(NC(=O)CCSc2nnnn2-c2ccc3c(c2)OCO3)cc1C
→ 0	-3	-46	-6	2	2	-6	-4	-11[20 µM]
> O=C(O)CCCCCNS(=O)(=O)/C=C/c1ccccc1
→ -6	3	17	1	0	4	2	-5	-19
> CCN(CC)S(=O)(=O)c1cc([N+](=O)[O-])ccc1N=Nc1c(O)n(C)c2ccccc12
→ -6	-103	-28	-4	-14	13	2	-37	-6
> Cc1cc(C)n(-c2nc3ccccc3nc2N2CCN(C(=O)c3ccccc3)CC2)n1
→ -3	3	3	-10	1	-7	-2	-12	-13[20 µM]
> COc1ccc(/C=N\NC(=O)CCN2CCN(c3ccccc3)CC2)cc1OC
→ -1	3	-14	-9	-1	-7	3	-22	-18[20 µM]
> COc1cccc2c(=O)n(CC(=O)N3CCC(C)CC3)ccc12
→ -6	3	-43	-2	4	-15	1	8	-28
> FC(F)(F)C12CC(c3ccccc3)=NCCN1CCN2 (stereo not drawn)
→ -4	0	-88	-17	-1	-6	-6	8	-7
> O=C(O)/C=C/c1cn(-c2ccccc2)nc1-c1ccc(-c2ccc([N+](=O)[O-])cc2)o1
→ -5	-128	17	-1	7	-13	0	66*	3
> CS(=O)(=O)c1ccc(Cl)c(NC(=O)Nc2ccccc2)c1
→ -8	0	-13	-12	1	0	4	-6	-21

Further results.
Below each compound – RBBP9 inh	Runt-SMMHC FRET	Calpain2 inh	p47phox inh	Runt-CBFb FRET	TbHK1 inh	p97 inhibitor	EBV gp42 inh	Furin inhibitor
> CCc1nc2ccc(C(=O)Nc3nnc(C)s3)cc2nc1CC
→ 6	0	-4	-23	-2	-13	4	-19	-7
> CC(=O)Nc1ccc(S(=O)(=O)NC(CC(=O)NC2CCCCC2C)C(C)C)cc1 (stereo not drawn)
→ -6	3	-18	-8	1	30	2	-29	-12
> COc1cc(NC(=O)c2ccco2)ccc1NC(=O)C(C)C
→ 4	18	-25	-11	1	-11	0	-16	-19[20 µM]
> COc1ccc(/C=N/NC(=O)c2ccc(Cl)c(S(N)(=O)=O)c2)cc1OCC(N)=O
→ -4	1	-8	-6	3	-65	-2	5	0
> O=C(O)c1cc(-c2ccco2)nc2cc3ccccc3cc12
→ -8	15	-170	-16	30	4	30*	-8	-21
> Cc1cccc(C)c1NC(=O)CCCSc1nnc(-c2ccc(Cl)cc2)n1-c1ccccc1
→ 3	0	34	3	-2	4	9	-3	-15
> CCOC(=O)N1CCN(C(=O)CN(C2CCCCC2)S(=O)(=O)c2c(C)cc(C)cc2C)CC1
→ -5	-2	-18	-12	-2	1	-6	0	-15[20 µM]
> CCN(CC)C(=O)c1sc(NC(=O)c2cc(-c3ccc(C)s3)nc3ccccc23)c(C(=O)OC)c1C
→ -5	-59	-225	-70	-33	-30	-6	-29	-9
> CC(=O)Nc1ccc(C(=O)OCC(=O)N(Cc2ccccc2)C(C)(C)C)cc1
→ -8	-4	6	-16	-1	-13	-7	4	-4[20 µM]
> Cc1ccc(CNC(=O)C(NS(=O)(=O)c2cccc3nsnc23)c2ccccc2)cc1 (stereo not drawn)
→ -9	4	10	-8	0	-9	3	-4	-21
> COC(=O)/C=C1\N/C(=N\c2nc(C)cc(C)n2)N(c2ccc(C)cc2)C1=O
→ 3	1	-7	4	0	-35	3	-4	1
> Cc1cc(C)cc(C(=O)NC(CC(N)=O)c2ccc(NC3CCCCC3)c([N+](=O)[O-])c2)c1 (stereo not drawn)
→ x	3	-32	-6	-4	-7	x	-26	-30
> COc1cc(C(=O)Oc2cc(C)cc(C)c2)cc(OC)c1OC
→ -10	-1	-20	-12	-5	-8	-6	-9	-16[20 µM]
> COC(=O)C1=C(C)OC(N)=C(C#N)C1c1cc(OC)ccc1OC (stereo not drawn)
→ -1	-18	-17	-9	-2	2	3	-22	-24
> COc1ccc(CNC(=O)C2CCC(CNc3c(N4CCCCC4)c(=O)c3=O)CC2)cc1 (stereo not drawn)
→ -5	-2	2	-1	1	-6	4	-18	-16

Reprinted at random: two entries already listed, in no set order.
Below each compound – RBBP9 inh	Runt-SMMHC FRET	Calpain2 inh	p47phox inh	Runt-CBFb FRET	TbHK1 inh	p97 inhibitor	EBV gp42 inh	Furin inhibitor
> COc1cc(NC(=O)c2ccco2)ccc1NC(=O)C(C)C
→ 4	18	-25	-11	1	-11	0	-16	-19[20 µM]
> COc1cc(C(=O)Oc2cc(C)cc(C)c2)cc(OC)c1OC
→ -10	-1	-20	-12	-5	-8	-6	-9	-16[20 µM]

2 entries from above, field by field.
> CCN(CC)C(=O)c1sc(NC(=O)c2cc(-c3ccc(C)s3)nc3ccccc23)c(C(=O)OC)c1C
  RBBP9 inh = -5; Runt-SMMHC FRET = -59; Calpain2 inh = -225; p47phox inh = -70; Runt-CBFb FRET = -33; TbHK1 inh = -30; p97 inhibitor = -6; EBV gp42 inh = -29; Furin inhibitor = -9
> CC(=O)Nc1ccc(C(=O)OCC(=O)N(Cc2ccccc2)C(C)(C)C)cc1
  RBBP9 inh = -8; Runt-SMMHC FRET = -4; Calpain2 inh = 6; p47phox inh = -16; Runt-CBFb FRET = -1; TbHK1 inh = -13; p97 inhibitor = -7; EBV gp42 inh = 4; Furin inhibitor = -4[20 µM]

Later entries.
Below each compound – RBBP9 inh	Runt-SMMHC FRET	Calpain2 inh	p47phox inh	Runt-CBFb FRET	TbHK1 inh	p97 inhibitor	EBV gp42 inh	Furin inhibitor
> O=C1c2ccccc2C(=O)N1CCN1CCOCC1
→ 2	-4	-17	-5	3	3	0	-25	-8
> Cc1ccc(N(C(=O)Cc2c[nH]c3ccccc23)C(C(=O)NC2CCCCC2)c2ccco2)cc1 (stereo not drawn)
→ -1	6	-15	-4	4	2	2	-12	-15[20 µM]
> CCOc1nc(N2CCCCC2)nc(-n2cc(-c3ccccc3)nn2)n1
→ -6	-6	-11	-16	-4	-3	-6	-8	-6[20 µM]
> Cc1ccc(NC(=O)c2cc(S(=O)(=O)Nc3ccc(C)cc3)cs2)cc1
→ -32	x	x	x	x	4	3	x	-34[20 µM]
> CC(C)C(=O)Nc1nnc(SCc2cccc(F)c2)s1
→ 1	-1	13	3	-1	4	-3	7	-14
> O=C(c1ccc(Cl)cc1)N(Cc1ccc(Br)cc1)N1C(=O)CCC1=O
→ -5	-3	5	-7	0	-1	2	5	-17
> Cc1ccc(-c2nc(-c3ccccc3)no2)c(Cl)c1
→ -8	-2	8	-7	0	0	2	-24	-42
> O=C1NNC(c2ccccc2)=N/C1=C\c1ccco1
→ -2	-6	25	-4	-1	-13	12	-1	-11
> Cc1ccc2c(CC(=O)OCc3csc(C)n3)coc2c1
→ -1	4	-8	-5	-1	1	-3	-12	-23[20 µM]
> COC(=O)c1ccc(-c2sc3nc(N4CCOCC4)c4c(c3c2N)CCCC4)o1
→ -1	-1	-185	9	6	-21	1	-1	-21[20 µM]
> CCCN1CCN(C(=S)Nc2ccc(S(N)(=O)=O)cc2)CC1
→ -6	-1	5	2	0	3	4	-4	-33
> CCc1nnc(NS(=O)(=O)c2ccc(N/C=C\C(=O)c3cccc4ccccc34)cc2)s1
→ -13	9	43	-30	1	-14	-7	6	18
> CC(=O)Nc1ccc(Cl)cc1C(=O)O
→ -5	-3	-96	-10	2	-1	3	-2	-7[20 µM]
> CCN(CC)S(=O)(=O)c1ccc2[nH]cc(C(=O)NCCCN3CCCCC3C)c(=O)c2c1 (stereo not drawn)
→ -4	1	-52	1	1	-10	-6	-20	-9[20 µM]
> CC(C)N1CCN(Cc2cnc(-c3ccccc3)s2)CC1CCO (stereo not drawn)
→ 14	2	-12	-7	3	-5	3	-4	-12

Next records
Below each compound – RBBP9 inh	Runt-SMMHC FRET	Calpain2 inh	p47phox inh	Runt-CBFb FRET	TbHK1 inh	p97 inhibitor	EBV gp42 inh	Furin inhibitor
> O=C1C2ON(c3ccc(Br)cc3)C(c3cccnc3)C2C(=O)N1C1CCCCC1 (stereo not drawn)
→ -6	0	34	-1	-2	2	4	-5	-21[20 µM]
> CCOc1ccc(C(=O)NC(=S)Nc2ccccc2N2CCCCC2)cc1[N+](=O)[O-]
→ -1	-3	16	-2	3	5	2	5	-11
> COc1ccccc1N(CN1CCCC1=O)C(=O)c1ccccc1F
→ -1	2	-21	-9	-2	9	3	-1	-23
> Cc1[nH]c(=O)c(C#N)cc1-c1ccncc1
→ -8	-1	-39	-1	0	-28	6	-18	-20
> CC(Cc1ccccc1)C(=O)N(C)Cc1ccccc1 (stereo not drawn)
→ -7	3	9	-5	-3	-5	2	-17	-20
> CC(=O)N1c2ccccc2NC2=C(C(=O)CCC2)C1c1cccnc1 (stereo not drawn)
→ -6	0	-8	-10	-2	-44	-1	-15	-12
> C[C@H](NC(=O)NCc1ccc(F)cc1)C(=O)O
→ -8	2	2	-6	-5	-6	1	-4	-10
> Cc1cc(C)nc(NC(=O)c2ccc(Cl)c([N+](=O)[O-])c2)n1
→ -1	4	-15	-13	0	-7	6	-4	-5
> COc1cc(/C=C2\SC(=O)N(CC(=O)Nc3cccc(C)c3)C2=O)cc([N+](=O)[O-])c1O
→ -4	-19	-32	-18	-14	6	2	1	-20
> CCOC(=O)C(C)On1c(-c2ccc(Cl)cc2)nc2ccc([N+](=O)[O-])cc21 (stereo not drawn)
→ -7	0	33	-18	3	-12	0	2	-11[20 µM]
> COc1ccc(-c2cn3cc(C(F)(F)F)cc(Cl)c3n2)cc1
→ -6	-2	-39	-14	-2	-10	0	-8	-30
> O=S(=O)(Cc1ccccc1)NCC1CCCN(Cc2ccc(F)c(F)c2)C1 (stereo not drawn)
→ -2	1	65*	-1	0	5	1	1	-27
> CNC(=S)N/N=C/c1cc(Br)cc(Br)c1O
→ -10	23	-281	-34	12	-1	1	7	-18
> O=C(Nc1ccccc1C(=O)N1CCOCC1)C1CCC(=O)N1C1CCCC1 (stereo not drawn)
→ -7	-6	-6	-10	-2	0	-3	-9	-11[20 µM]
